# GPR7 antagonist – antagonists of human GPR7 (neuropeptides B/W receptor 1) | P48145 | GPR7-expressing cells, fluorescence antagonist assay | inhibition, % at 4.4 µM | actives 1.1% (n = 290,000) | AID 1861; in the data active means inhibition above about 16%, passing the limit was not always enough;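 further: cells stimulated with the agonist NPW; 0% = agonist with vehicle and 100% = vehicle without agonist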
# MEKK2 mut-MEK5 – signal of MEK5 binding to mutant human MEKK2 PB1 domain; percent response, % at 10 µM; actives 0.35% (n = 290,000); bead flow cytometry, Alexa488-MEK5 binding to MEKK2 mutant; in the data active means percent response above about 24%, passing the limit was not always enough; further: inactives centre near 1; some results filed as inactive read as strong as hits; reference of the scale not given here
# GalR3 antagonist – blocks the human galanin receptor 3. O60755. HEK293 GalR3-CNG cAMP membrane potential fluorescence; galR3 body fused to GalR1 C-terminus. inhibition, % at 3 µM. actives 0.44% (n = 360,000);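 active means inhibition above the screen-wide average plus 3 SD, cut at about 13% in these data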;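 further: forskolin and galanin both at EC90 stimulate the cells; cAMP rise reported by CNG channel membrane potential dye signal; 0% = forskolin plus galanin with DMSO and 100% = forskolin alone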
# OXTR ag – activates the human oxytocin receptor; CHO-OTR cells, Fluo-8 calcium fluorescence; normalized: DMSO 0%, oxytocin 100%; AID 2435; P30559; activation, % at 3 µM; actives 0.32% (n = 320,000);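 active means activation above the mean of all tested compounds plus 3 SD, cutoff set per screening run, cut at about 20% in these data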;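 further: peak over basal fluorescence ratio from a 100 s FLIPR kinetic read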
# Target sequence (P30559 whole entry, looked up): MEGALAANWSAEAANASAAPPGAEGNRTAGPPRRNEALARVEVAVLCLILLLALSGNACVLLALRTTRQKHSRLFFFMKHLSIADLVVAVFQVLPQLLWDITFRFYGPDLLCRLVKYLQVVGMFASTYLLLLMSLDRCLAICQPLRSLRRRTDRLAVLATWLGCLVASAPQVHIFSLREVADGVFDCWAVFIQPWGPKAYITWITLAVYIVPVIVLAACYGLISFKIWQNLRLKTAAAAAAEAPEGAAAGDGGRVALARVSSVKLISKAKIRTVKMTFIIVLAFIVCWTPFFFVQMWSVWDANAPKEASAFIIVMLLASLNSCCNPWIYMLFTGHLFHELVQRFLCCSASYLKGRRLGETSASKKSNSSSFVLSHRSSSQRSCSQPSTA
# MEKK3 PB1 HTS – MEKK3-MEK5 PB1 interaction, increase or decrease; bead-based flow cytometry, Alexa488-MEK5 binding to MEKK3; actives lie on both sides; 0 = blocked by unlabeled MEK5, 100 = vehicle; actives 1.4% (n = 290,000); binding response (% of control), % at 10 µM; Q99759;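 active means binding response more than 3 SD above or below the average of its plate-row segment, actives on both sides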;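 further: Alexa488 bead fluorescence after subtracting the streptavidin-only scavenger bead signal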
# Target sequence (Q99759 whole entry, looked up): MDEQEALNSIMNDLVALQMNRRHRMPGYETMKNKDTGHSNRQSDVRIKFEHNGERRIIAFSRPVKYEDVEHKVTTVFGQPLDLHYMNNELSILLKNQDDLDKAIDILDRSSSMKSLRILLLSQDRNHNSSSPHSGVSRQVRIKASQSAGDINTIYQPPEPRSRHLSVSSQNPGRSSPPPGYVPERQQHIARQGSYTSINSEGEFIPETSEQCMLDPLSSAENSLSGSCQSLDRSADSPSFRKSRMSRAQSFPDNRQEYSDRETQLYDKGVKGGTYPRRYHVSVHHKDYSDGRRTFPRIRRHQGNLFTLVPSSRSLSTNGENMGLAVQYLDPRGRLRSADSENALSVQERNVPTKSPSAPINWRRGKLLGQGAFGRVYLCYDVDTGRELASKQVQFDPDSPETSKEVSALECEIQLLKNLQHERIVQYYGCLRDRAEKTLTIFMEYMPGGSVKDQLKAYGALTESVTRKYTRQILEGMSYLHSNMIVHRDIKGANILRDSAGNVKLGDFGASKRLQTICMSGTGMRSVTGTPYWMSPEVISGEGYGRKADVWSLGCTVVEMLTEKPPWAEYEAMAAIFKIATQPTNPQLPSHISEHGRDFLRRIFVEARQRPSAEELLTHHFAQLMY
# V1aR counter – counter-screen for oxytocin receptor agonists: human V1a receptor agonists; P37288; CHO-V1R cells, Fluo-8 calcium fluorescence, agonist mode; 0% DMSO, 100% 3 nM vasopressin; activation, % at 3 µM; actives 0.25% (n = 320,000); AID 2797;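 active means activation above the mean activation of all tested compounds plus 3 SD, per screening run, cut at about 20% in these data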;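 further: signal is peak over basal fluorescence ratio across a 100 second FLIPR read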
# PHOSPHO1 inh – PHOSPHO1 (human) inhibition | Q8TCT1 | recombinant PHOSPHO1, absorbance phosphatase assay | inhibition, % at 13.3 µM | actives 1.1% (n = 290,000) | AID 1565; in the data active means inhibition above about 60%
# NALP1 inh – NALP1 inhibition; actives 0.61% (n = 280,000); inhibition, % at 10 µM; S. cerevisiae NALP1/ASC/caspase-1 growth, X-gal OD620, 72 h; in the data active means inhibition mostly above about 24%, no sharp cut-off; inactive means mostly below about 32%; further: some compounds called inactive have numbers as strong as hits
# MEKK2 WT-MEK5 – raises or lowers MEK5 binding to wildtype human MEKK2 PB1 domain; Q9Y2U5; bead flow cytometry, Alexa488-MEK5 binding to MEKK2 WT; actives lie on both sides; actives 1.1% (n = 290,000); binding response (% of control), % at 10 µM; in the data active means binding response below about 67% or above about 130%
# Starred values were filed as active, the others as inactive; . = no result given; & = joins results of further samples. Random draw from the library; overall some 5.4% were active at least once.
SMILES,GPR7 antagonist,MEKK2 mut-MEK5,GalR3 antagonist,OXTR ag,MEKK3 PB1 HTS,V1aR counter,PHOSPHO1 inh,NALP1 inh,MEKK2 WT-MEK5
C=CCN1C(=O)C(CC(=O)O)SC1=Nc1ccc(C)cc1 (configuration not stated),-13,1,-5,-0.7,101,0.1,18,-9,98
COc1ccc(CNC(=O)COC(=O)[C@H](Cc2c[nH]c3ccccc23)NC(=O)c2cccs2)cc1,1,25,-1,8.2,114,7.4,-1,14,105
Cc1ccc(C)c(N2CCN(S(=O)(=O)c3c(C)[nH]c(C)c3C(=O)N3CCCC3)CC2)c1,-1,-1,3,0.2,102,1.6,15,17,108
O=C(CCCCn1c(=O)c2ccccc2n(CC(=O)NC2CCCC2)c1=O)NCc1ccco1,-15,17,0,-0.6,98,0.4,-23,5,102
COc1ccccc1NS(=O)(=O)c1cccc(C(=O)N/N=C(\C)c2ccc(-n3ccnc3)cc2)c1,-10,-2,-5,-0.2,92,1.0,10,5,95
O=C(Nc1cccc(Cl)c1)c1ccc(F)c(S(=O)(=O)NCc2cccs2)c1,8,2,-6,2.8,96,5.7,7,36,96
Cc1cc(Cl)c2oc(C(=O)N(C)Cc3nccn3C)c(C)c2c1,-12,7,4,.,101,.,26,7,103
COCCn1nnnc1C(c1ccc(OC)c(OC)c1)N1CCN(C(=O)c2ccco2)CC1 (configuration not stated),8,2,-10,0.4,97,0.5,12,1,97
CCCSc1nsc(SCCC)c1C(N)=O,-8,-3,-2,0.0,95,1.1,20,24,100
N#C/C(=C(\O)Cc1ccccc1)c1nc2ccccc2[nH]1,-13,0,4,-1.2,102,2.6,11,3,104
O=C(COC(=O)c1ccc(Cl)nc1)c1ccc2c(c1)OCCO2,2,2,-6,-0.1,105,0.1,24,-3,102
CC1CCN(c2ccc3nnc(CCC(=O)N4CCN(c5ccccc5F)CC4)n3n2)CC1,-11,-1,-2,-0.9,100,1.6,37,-4,100
CCCn1nnnc1-c1cc(Cl)cc(Cl)c1,0,-1,.,-1.1,98,-0.3,4,-4,100
CCCCNC(=O)OCCNC(=O)NC,-9,0,-4,0.3,101,1.2,7,6,98
COCC(C)n1c(-c2ccc3c(c2)NC(=O)CO3)csc1=Nc1ccc(OC(F)F)cc1 (configuration not stated),-2,0,31*,0.5,100,0.5,15,6,96
CCN(CC)S(=O)(=O)c1ccc(NCc2ccccc2)nc1,-8,-10,-5,1.4,90,2.0,25,15,92
O=C(NCCN1CCOCC1)c1cc(-c2ccc(F)cc2)on1,-12,2,-5,2.3,95,1.0,8,11,98
CCc1ccc[n+](-c2[nH]c(=O)sc2/C=N/N=C(\[O-])c2ccncc2)c1,-5,5,-7,0.2,100,0.9,45,-2,100
N#Cc1ccc(C(=O)Nc2ccn(-c3ccccc3)n2)cc1,4,-2,-3,1.0,101,4.3,-9,34,98
Cn1c(SCC(=O)Nc2nncs2)nnc1C1CC1,-14,-7,-4,0.7,99,0.9,41,19,96
CC(=O)c1cccc(NC(=O)c2cc(C)nn2-c2ccccc2)c1,5,5,-10,-0.9,105,0.2,24,13,103
CCC(C)(C(=O)NC1CCCC1)N(C(=O)CC1NC(=O)NC1=O)c1ccc(C)cc1 (configuration not stated),-5,-2,5,0.1,96,0.0,7,2,102
CCOC(=O)C1(Cc2ccc(Cl)cc2)CCN(C(=O)c2cnc(C)cn2)CC1,-2,-9,-3,0.3,89,0.8,41,.,91
N#CC1=C(N)Oc2n[nH]c(-c3cccs3)c2C1C1C=CCCC1 (configuration not stated),-11,5,-3,-2.3,102,0.3,9,-5,99
C/C(=N\NC(=O)CNc1cccc(C(F)(F)F)c1)c1cccc(Br)c1,-4,15,2,-1.6,100,0.1,-7,12,111

# Limited to MEKK2 mut-MEK5, OXTR ag and NALP1 inh, for some of the entries so far:
SMILES | MEKK2 mut-MEK5 | OXTR ag | NALP1 inh
CCOC(=O)C1(Cc2ccc(Cl)cc2)CCN(C(=O)c2cnc(C)cn2)CC1 | -9 | 0.3 | .
COc1ccccc1NS(=O)(=O)c1cccc(C(=O)N/N=C(\C)c2ccc(-n3ccnc3)cc2)c1 | -2 | -0.2 | 5

# Returning to the listing with the five entries that preceded the break.
SMILES,GPR7 antagonist,MEKK2 mut-MEK5,GalR3 antagonist,OXTR ag,MEKK3 PB1 HTS,V1aR counter,PHOSPHO1 inh,NALP1 inh,MEKK2 WT-MEK5
CC(=O)c1cccc(NC(=O)c2cc(C)nn2-c2ccccc2)c1,5,5,-10,-0.9,105,0.2,24,13,103
CCC(C)(C(=O)NC1CCCC1)N(C(=O)CC1NC(=O)NC1=O)c1ccc(C)cc1 (configuration not stated),-5,-2,5,0.1,96,0.0,7,2,102
CCOC(=O)C1(Cc2ccc(Cl)cc2)CCN(C(=O)c2cnc(C)cn2)CC1,-2,-9,-3,0.3,89,0.8,41,.,91
N#CC1=C(N)Oc2n[nH]c(-c3cccs3)c2C1C1C=CCCC1 (configuration not stated),-11,5,-3,-2.3,102,0.3,9,-5,99
C/C(=N\NC(=O)CNc1cccc(C(F)(F)F)c1)c1cccc(Br)c1,-4,15,2,-1.6,100,0.1,-7,12,111
CCCCCC(O)CCC(=O)NNC1=CC(=O)CC(C)(C)C1 (configuration not stated),-6,2,9,-0.2,102,-0.5,8,6,103
Cc1ccc(NC(=O)COC(=O)C2CSC3(C)CCC(=O)N23)cc1S(=O)(=O)N1CCOCC1 (configuration not stated),-4,-12,-5,1.0,92,1.2,9,-2,83
Cc1ccc(N=C2CCCCCN2C)c(C#N)c1,-14,2,-3,-2.7,106,-0.1,-23,-9,108
O=C(NC(CC(=O)N1CCCC(C(F)(F)F)C1)c1ccccc1)c1ccccc1Cl (configuration not stated),1,0,2,-0.4,99,2.1,20,1,102
CN(CC(=O)NCCc1ccccn1)S(=O)(=O)c1ccc(Cl)cc1,-5,-6,2,-0.2,100,0.2,4,6,95
Cn1c(C(=O)N2CCc3ccccc3C2)cc2oc3ccccc3c21,-12,3,.,0.3,103,4.5,-6,1,107
CSCCC(NS(=O)(=O)c1ccc(Cl)cc1)C(=O)OCC(=O)c1c(C)[nH]c2ccccc12 (configuration not stated),12,1,-2,3.6,97,7.2,-32,19,109
COc1ccc(OC)c(NS(=O)(=O)c2c(C)nc3sccn3c2=O)c1,-3,2,-7,-0.1,100,0.3,10,16,103
Cc1cc(C)nc(NC(=O)c2ccc(COc3ccccc3Cl)cc2)c1,-27,8,-8,0.5,105,1.1,8,0,111
Cc1ccc(NC(=O)CCC(=O)N/N=C/c2ccc(O)cc2)cc1,22,1,-6,-0.7,96,0.6,-19,18,99
O=C(CCc1nnc2n(Cc3ccccc3)c(=O)c3ccccc3n12)NCCN1CCOCC1,-2,2,0,-0.1,101,-0.3,12,7,103
COc1ccc(-c2coc3c(C)c4oc(=O)c(CCC(=O)O)c(C)c4cc23)cc1,-21,1,.,3.8,102,8.5,11,-16,101
C/C(=N\Nc1nc2ccccc2[nH]1)c1ccc2c(c1)OCO2,-5,17,-5,0.9,107,2.7,-10,4,129
CCOC(=O)/C(=C\c1c[nH]c2ccccc12)NC(C)=O,-8,7,1,-0.6,98,0.9,-40,13,104
C/C(=N\OCC(=O)NCC(F)(F)F)c1cc2ccccc2o1,-12,-1,-4,-1.1,99,1.2,-25,22,99
CC1CCCN(CC(O)COC(c2ccccc2)c2ccccc2)C1 (configuration not stated),4,0,-10,1.3,106,1.1,17,-14,112
O=C(O)CSC1CC(=O)N(c2ccc(Br)cc2)C1=O (configuration not stated),-11,8,-6,0.9,104,0.0,44,-1,112
Cc1ccc(S(=O)(=O)Cc2cn3cccnc3n2)cc1,-3,-8,2,.,89,.,20,13,90
O=C(N/N=C/c1ccccn1)c1ccc(Br)o1,-5,4,-3,-1.0,101,0.0,30,-10,112
CC(C)=C1C2CCC1C1C(=O)N(c3nc(-c4ccc(F)cc4)c(C)s3)C(=O)C21 (configuration not stated),-3,2,-6,-2.7,102,-0.6,-7,-8,101
Cc1csc(NC(=O)c2cc3c(s2)CCCCC3)n1,-6,2,-5,-1.6,101,-0.5,-6,12,111
Cc1ccc(Cl)cc1N1CCN(C(=O)CCCn2c(=O)c3cccn3c3cccnc32)CC1,-16,1,0,-0.9,101,-1.5,1,22,95
O=C(Oc1ccc2ccc(=O)oc2c1)N1CCOCC1,-14,.,0,-0.1,.,0.4,-6,-11,.
O=S(=O)(c1ccc2ccccc2c1)N1CCCCC1,14,2,.,-2.0,98,-0.9,10,7,101
CC(=O)c1c(C)oc2ccc(NS(=O)(=O)c3ccc(C)cc3)cc12,-3,-4,0,3.2,98,7.4,37,30,100
# Next section
SMILES,GPR7 antagonist,MEKK2 mut-MEK5,GalR3 antagonist,OXTR ag,MEKK3 PB1 HTS,V1aR counter,PHOSPHO1 inh,NALP1 inh,MEKK2 WT-MEK5
COc1cc(OC)c(C(=O)OCCCOC(=O)c2cc(OC)c(OC)cc2OC)cc1OC,-10,-5,0,.,97,.,20,9,96
O=C(NCC(O)COc1ccc([N+](=O)[O-])cc1)c1ccccc1 (configuration not stated),-8,1,-3,-1.9,101,0.1,51,.,96
CCSc1nnc(NC(=O)C2(C)Cc3ccccc3C(=O)O2)s1 (configuration not stated),0,6,-6,-1.0,102,0.3,-8,3,102
CC(C)(C)OC(=O)NCCCC[C@H](NC(=O)c1[nH]cnc1C(=O)N[C@@H](Cc1ccccc1)C(=O)OC(C)(C)C)C(=O)OC(C)(C)C,.,1,-7,0.3,98,0.6,13,-4,94
N#C/C(=C\Nc1ccc2c(c1)OCCO2)C(=O)NCc1ccco1,-8,6,-3,-3.0,102,-0.4,-4,20,100
Cc1cccc(-c2nc(CS(=O)CC(=O)N3CC(C)CC(C)C3)c(C)o2)c1 (configuration not stated),-20,0,-10,0.1,100,1.9,60,26,98
CN1CCN(c2ccc([N+](=O)[O-])cc2S(=O)(=O)N2CCOCC2)CC1,3,2,-1,0.5,101,0.5,12,3,106
CN1C(=O)C2C=CC1C1C(=O)N(c3ccccc3)C(=O)C21 (configuration not stated),1,-2,0,0.0,107,-0.2,39,29,97
Nc1ccn([C@H]2C[C@H](O)[C@@H](CO)O2)c(=O)n1,-17,9,-2&-1,0.3&0.5,104,0.9&1.1,36,-10,108
Cc1ccc(C)c(Oc2coc3cc(OCC(=O)Nc4ccccc4C(C)C)ccc3c2=O)c1,-4,-2,.,0.8,96,-0.1,-9,40,96
FC(F)(F)COc1nc(N/N=C/c2cccnc2)nc(N2CCCCC2c2ccccn2)n1 (configuration not stated),18,5,-4,-2.5,103,-1.6,-16,1,98
COc1ccc(-n2cnnc2SCC(=O)NCc2cccs2)cc1,5,7,-4,0.2,105,0.2,1,-5,104
COCCCn1c(SCC(=O)NC2CCCC2)nnc1-c1ccncc1,0,1,-6,0.7,100,0.6,35,-7,100
Cc1cc(=O)[nH]c(SCC(=O)NNC(=O)Cc2ccccc2)n1,3,-4,1,0.2,103,0.7,9,25,100
O=C1N/C(=N/N=C/c2ccccc2)SC1(c1ccccc1)c1ccccc1,-4,-2,1,0.0,98,0.5,0,8,93
COc1ccc2cc(CN(CCc3ccccc3)Cc3nnnn3CC3CCCO3)c(=O)[nH]c2c1 (configuration not stated),-3,0,-3,0.4,101,1.2,33,6,96
Cc1ccc(-c2nnc(CSc3nnc(COc4ccccc4)n3-c3ccc(C)cc3)o2)cc1,-14,-2,-5,0.2,100,-0.4,22,22,97
CC(C)(C)C(=O)Nc1ccccc1C(=O)NCCCn1ccnc1,1,-3,-3,0.0,101,-0.7,17,-6,101
Cc1cc(OCCCC(=O)NNC(=O)c2ccncc2)ccc1Cl,-7,4,2,10,104,10,33,15,106
COc1ccc(-c2nc(CSCC(=O)N3CCN(C)CC3)c(C)o2)cc1OC,-6,-2,1,-0.2,95,1.4,-4,11,99
Cc1cc(C)n(CNc2nc(C(F)(F)F)cs2)n1,-2,6,0,-0.3,103,0.0,10,-4,103

# Screens: PubChem BioAssay, several laboratories
